Bioassay records deposited in PubChem by National Center for Advancing Translational Sciences (NCATS).
p53 reactivation: restores transcriptional activity of mutant p53; H1299 p53-A138V BP100-luciferase reporter, luminescence, 24 h; Potency, µM (titrated, usually from 92.2 µM), for the others: at the highest dose activity change, positive = activation, hits mostly activators; 320,000 compounds, 0.063% hits; note: potency is the fitted concentration of half-maximal effect; % of control where 0% means no effect; nearly all actives have a fitted effect of over 45% in size
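H1299 (p53-null), stable ts p53-A138V + BP100-Luc; 1000 cells/well, Opti-MEM/10% FBS; cpd 4 pt, 1:5; 24 h, 37 deg C, 5% CO2; detection reagent 10 min RT; luminescence.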
BRCA1 expr up: increases BRCA1 expression; MCF7-BRCA1-FFLuc reporter, luminescence, 48 h; response scale: scaled: vehicle 0%, 10 µM genistein 100%; Potency, µM (titrated, usually from 46.1 µM), inactives show at the top dose activation, hits mostly activators; 380,000 compounds, 1.1% hits; AID 624202; note: potency is the fitted concentration of half-maximal effect; nearly all actives have a fitted effect of over 80% in size; some results filed as inactive show a strong effect at the top dose
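Quantitative HTS in MCF7 cells stably reporting BRCA1 expression via firefly luciferase. Compound treatment lasts 48 h at 37 °C in phenol-red free MEM. Activation is expressed relative to genistein at 10 microM and DMSO.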
AT treatment: potential ataxia-telangiectasia treatment | […] A-T fibroblasts, KAP-1 phosphorylation AlphaLISA; neocarzinostatin DNA damage 30 min before lysis | Potency, µM (series often up to 57.5 µM), without a hit: at the top dose activation, most hits filed as activators | 320,000 compounds, 0.19% hits; note: potency is the fitted concentration of half-maximal effect; % of control where 0% means no effect; nearly all actives have a fitted effect of over 45% in size
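hTERT-immortalized A-T patient fibroblasts ([…]), 500 cells/well in OPTI-MEM, 1% FBS, got compounds for 60 min, then NCS for 30 min at 37C. Lysates were then assayed for phospho-KAP-1 by AlphaLISA (anti-pKAP1 donor, anti-KAP1 acceptor beads), 6 hr at 25C.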
TCR activator: activates T cell receptor signaling | primary human leukocytes, anti-CD3, IL-2 HTRF, 48 h | Potency, µM (titrated, usually from 9.22 µM), for the others: top-dose activation of IL-2 secretion, actives largely listed as activators | 330,000 tested, under 10 active | AID 504894; note: % of control where 0% means no effect
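Human primary leukocytes + a-CD3 beads + cpd, 48 hr; IL-2 in supernatant by HTRF (ex 320nm / em 665nm). No co-stimulatory signal supplied.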
a7 integrin act: integrin-mediated muscular dystrophy alleviation activation; alpha7betagal myoblasts, beta-gal FDG fluorescence, 48 h; Potency, µM (highest dose often 38.3 µM), for the others: at the highest dose activation, usual class: activators; 350,000 compounds, 0.064% hits;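 note: potency is the fitted concentration of half-maximal effect; 100% = response of the positive control SU9516; nearly all actives have a fitted effect of over 60% in size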
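alpha7betagal+/- myoblasts (passage 13, 250/well) treated 48 h at 37C with compounds at 1:260 dilution of DMSO stock. Lysed, then beta-galactosidase activity read as FDG fluorescence (ex 480/em 540) after 30 min, with pre-read for autofluorescence.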
CXXC DNA block: blocks binding of human MLL CXXC domain to DNA; Q03164; MLL-CXXC / FITC-HOXA9 DNA fluorescence polarization; Potency, µM (top dose mostly 115 µM), without a hit: at the highest dose activity change, negative = inhibition, actives largely listed as inhibitors; 290,000 compounds, 0.037% hits; active = well fitted inhibition curve with a large enough effect in the polarisation, with a control signal flat, not every such curve was filed as active; inconclusive = small, poorly fitted or top-dose-only effect, or effect the other way, or a change in a side signal; inactive = no such curve, though single readings can be large or run the other way; the % refers to the polarisation; note: potency is the fitted concentration of half-maximal effect
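Steps: dispense CXXC domain solution (7 uM) → pin compounds or unlabeled HOX-A9 DNA control → 5 min ambient → add FLSN-HOX-A9 solution (50 nM) → spin → 30 min ambient → fluorescence polarization. Tris pH 7.5/NaCl/DTT/BSA buffer.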
B2AR arrestin: beta2AR (human) beta-arrestin recruitment activity; beta-arrestin recruitment to beta2AR, cell-based reporter; 330,000 compounds, 0.02% hits; Potency, µM (top dose mostly 46.1 µM), without a hit: at the highest dose activation, usual class: activators; AID 492947;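 note: potency is the fitted concentration of half-maximal effect; 0% = DMSO controls and full agonism = EC100 isoproterenol or metaproterenol; nearly all actives have a fitted effect of over 65% in size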
Target sequence (P07550 whole entry, looked up): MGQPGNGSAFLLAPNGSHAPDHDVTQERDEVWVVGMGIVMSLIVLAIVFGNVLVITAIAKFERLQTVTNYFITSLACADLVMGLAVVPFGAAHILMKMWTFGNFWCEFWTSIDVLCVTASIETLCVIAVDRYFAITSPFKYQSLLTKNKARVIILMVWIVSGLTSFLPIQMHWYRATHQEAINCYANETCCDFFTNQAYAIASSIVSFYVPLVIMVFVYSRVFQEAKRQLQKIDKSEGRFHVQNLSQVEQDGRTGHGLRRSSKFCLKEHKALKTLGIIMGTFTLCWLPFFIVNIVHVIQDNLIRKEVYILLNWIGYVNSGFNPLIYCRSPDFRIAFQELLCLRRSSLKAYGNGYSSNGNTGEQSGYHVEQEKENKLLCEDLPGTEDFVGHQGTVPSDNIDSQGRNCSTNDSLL
TRPV1 ag: activates the human vanilloid receptor TRPV1. Q8NER1. TRPV1-expressing cells, Fluo-8 calcium influx, agonist mode. activation, % at 8.33 µM. 320,000 compounds, 0.19% hits. AID 540275; in the data active = activation above about 80%; inconclusive = between about 30% and that limit; note: 0% is about no effect
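Fluo-8 calcium influx in TRPV1-expressing cells, kinetic read (ex 480/em 520 nm). Compound added and read 3 min for agonist activity, followed by capsaicin at EC20 final and 2 min further read for enhancement.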
PTAP TSG101 blk: blocks PTAP/TSG101 interaction to inhibit HIV-1 budding | AID 493005 | Q99816 | Fluorescence polarization, FITC-PTAP peptide / Tsg101 binding | 340,000 tested, under 10 active | Potency, µM (titrated, usually from 115 µM), without a hit: at the highest dose activity change, negative = inhibition, usual class: inhibitors; active = well fitted inhibition curve with a large enough effect in the main read-out, with a control signal flat, not every such curve was filed as active; inconclusive = small, poorly fitted or top-dose-only effect, or effect the other way, or a change in a side signal; inactive = no such curve, though single readings can be large or run the other way; note: potency is the fitted concentration of half-maximal effect; % of control where 0% means no effect
Target sequence (Q99816 whole entry, looked up): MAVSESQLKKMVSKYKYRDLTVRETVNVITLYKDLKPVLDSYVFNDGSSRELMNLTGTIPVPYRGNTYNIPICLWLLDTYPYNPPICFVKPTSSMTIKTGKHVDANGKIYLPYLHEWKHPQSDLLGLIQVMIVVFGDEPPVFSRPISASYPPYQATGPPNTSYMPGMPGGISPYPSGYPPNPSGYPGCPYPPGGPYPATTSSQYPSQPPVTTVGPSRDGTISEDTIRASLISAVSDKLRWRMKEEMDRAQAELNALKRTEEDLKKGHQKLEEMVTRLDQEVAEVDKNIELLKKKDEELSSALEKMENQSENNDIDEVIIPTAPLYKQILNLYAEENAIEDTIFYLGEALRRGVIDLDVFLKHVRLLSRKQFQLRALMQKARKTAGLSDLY
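Steps: Tsg101 binding domain dispensed (10 uM final), compounds pinned in DMSO, FITC-labeled PTAP-motif peptide added (50 nM final); after 20 min binding at room temperature, polarization measured.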
ELG1 DNA repair: ELG1-dependent DNA repair inhibition; HEK293T ELG1-luciferase reporter, luminescence, 16 h; DNA damage induced by 5-fluorouridine; Potency, µM (doses to about 46.1 µM), inactives show top-dose activity change, negative = inhibition, actives largely listed as inhibitors; 330,000 compounds, 2.3% hits; note: potency is the fitted concentration of half-maximal effect; % is set by controls: 0 for no effect and ±100 for the full control effect; nearly all actives have a fitted effect of over 55% in size
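Quantitative HTS, concentration-response format. 2,000 cells/well co-treated with 5-fluorouridine and compound, 16 hr in 5% CO2 at 37 °C; ONE-Glo luminescence read after 30 min.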
Active calls of the source: *; ? = inconclusive; / = not tested or not shown; [ ] = remark or other dose. Unless noted, calls come from the whole dose curve; as a rule, active = well fitted curve in the direction sought with a large enough effect; inconclusive = small, poorly fitted or top-dose-only effect, or another doubt; inactive = no such curve, though single readings can be large; an effect the other way counts as inactive or inconclusive.

The line under a structure holds: p53 reactivation	BRCA1 expr up	AT treatment	TCR activator	a7 integrin act	CXXC DNA block	B2AR arrestin	TRPV1 ag	PTAP TSG101 blk	ELG1 DNA repair
CC1CCCCC1NC(=O)COC(=O)Cc1ccc(Cl)cc1 (stereo not given)
  9%	14%	5%	-11%	-4%	/	-0.2%	10	-4%	5%
Cc1cccc(N2CCN(C(=O)c3cc(S(=O)(=O)N4CCOCC4)cn3C)CC2)c1C
  /	15%	3%	6%	4%	/	-0.9%	?	-5%	-3%
O=[N+]([O-])c1cc(-c2nnc(-c3ccccc3)o2)ccc1Oc1ccc(Cl)cc1
  ?	?	6%	6%[46.1 µM]	19%	12%	0.7%	2	0%	?
O=C(c1ccc(F)cc1)N1CCCC(c2nc(-c3cccs3)no2)C1 (stereo not given)
  -5%	-3%	?	-5%	1%	10%	-1.1%	?	-4%	?
CCOC(=O)C1CCCCN1Cc1cccc(OCc2ccccc2)c1 (stereo not given)
  0%	-16%	0%	-4%	?	-13%	-0.4%	7	-2%	6%
COC(=O)[C@@H]1C[C@H]1[C@@H](NS(=O)(=O)c1ccccc1)c1ccccc1
  -6%	0%	-5%	-3%	9%	6%	-0.5%	6	-2%	6%
COc1ccc(-c2c(=O)n(OCc3nc4ccccc4[nH]3)c3ccccc3[n+]2[O-])cc1
  2%	-1%	-5%	4%	6%	37%[activator]	-0.2%	19	-1%	?
Cc1cc(C(=O)NCc2ccc(F)cc2)c2ccccc2n1
  -3%	-7%	4%	-2%	1%	-4%	-0.1%	2	-3%	5%
FC(F)(F)c1cccc(Cn2nnnc2-c2cccc(C(F)(F)F)c2)c1
  -7%	-39%	13%	-4%	8%	-4%	-0.6%	8	-2%	-12%
C#CCOCCOCCOCCNc1nc(N2CCN(C(=O)C([C@@H](C)O)n3cc([C@@H](N)CCCCN)nn3)CC2)nc(N2CCN(C(=O)[C@H](CCCCN)n3cc([C@@H](N)CC(N)=O)nn3)CC2)n1 (stereo not given in full)
  -1%	14%	2%	5%	4%	/	0.2%	/	/	17%
C=CCOc1ccc(C2=NOC(C(=O)Nc3ccc4c(c3)OCCO4)C2)cc1 (stereo not given)
  /	11%	/	14%	?	8%	-0.2%	?	-2%	0%
CNC(=S)N(Cc1ccc(OC)cc1)Cc1cc2cc(C)ccc2[nH]c1=O
  10%	16%	-1%	1%	-18%	?	-1.1%	3	-1%	-2%
O=C(CCN1C(=O)C2(OCCO2)c2ccccc21)c1ccccc1
  2%	8%	4%	-4%	-2%	3%	-0.2%	13	-5%	1%
CSc1ccc(/C=C(/Sc2nnc(-c3ccccc3)o2)C(=O)O)cc1
  -2%	-8%	-18%	0%	-17%	-16%	-0.7%	5	2%	-5%
CCNC(=O)/C(=C\C=C\c1ccccc1)NC(=O)c1ccc(Br)o1
  -5%	4%	1%	9%[46.1 µM]	-11%	-3%	-0.1%	5	-1%	-12%
COc1cccc(C(=O)NCCS(=O)(=O)NCc2ccc3c(c2)OCO3)c1
  -4%	-18%	-1%	11%	10%	/	0.0%	1	-1%	9%
O=C(O)/C=C/C(=O)NC1CCCCC1
  -1%	4%	-8%	-13%[46.1 µM]	14%	18%	-1.9%	-9	-2%	13%
O=C(N/N=C/C=C/c1ccc([N+](=O)[O-])cc1)c1cccs1
  1%	0%	-2%	-1%	-1%	48%[activator]	-0.3%	1	1%	-1%
CC(=O)C(C)Oc1ccc2c3c(c(=O)oc2c1)CCCC3 (stereo not given)
  25%	11µM*	2%	-1%	16%	-4%	-0.9%	11	-9%	?
O=c1[nH]c2ccc(NCc3ccccc3OCc3ccc(Cl)cc3)cc2[nH]1
  -83%[inhibitor]	-25%	-2%	-4%	-17%	24%	0.2%	28	-2%	8.2µM*
COC(=O)c1ccc(NS(=O)(=O)c2ccc(SC)cc2)cc1
  ?	10%	10%	-7%	-22%	10%	4.9%	30	-3%	8%
COCCN(C(=O)CCC(=O)Nc1nccs1)C(C(=O)NCCC(C)C)c1ccc(F)cc1 (stereo not given)
  6%	-16%	-2%	4%	?	1%	-0.5%	2	-1%	4%
CCc1ccc2[nH]c(C(=O)N(C)c3ccc(F)cc3F)cc2c1
  1%	-7%	2%	-2%	26%	-5%	0.0%	13	1%	5%
CC1CCCC(N2CCN(C(=O)c3ccc(F)cc3)CC2)C1 (stereo not given)
  /	0%	/	0%	-19%	/	/	/	-11%	/
COc1cc(C2C(S(=O)(=O)c3ccccc3)CON2C)ccc1OCc1ccc(F)cc1 (stereo not given)
  5%	-32%	5%	2%	0%	0%	0.3%	2	-1%	-4%
CCOCCc1c(O)nc(SCC(=O)N2CCOCC2)[nH]c1=O
  4%	8%	-6%	5%	-24%	24%	-0.2%	-1	-5%	?
CCOC(=O)Cc1csc(NC(=S)NC(=O)c2ccc(F)cc2)n1
  -22%	-46%	-4%	-7%	24%	5%	-0.6%	?	1%	18%
Cc1ccc(CNC(=O)CCOc2ccc(C(C)(C)C)cc2)cc1
  1%	7%	/	-6%	11%	0%	0.1%	?	-4%	17%
CCn1nc(C(=O)NC2=NCCS2)c2ccccc2c1=O
  -7%	-42%	5%	-1%	-22%	7%	0.2%	2	-4%	-3%
CCc1nnc(NC(=O)C2CCCN2C(=O)NC2CCCCC2)s1 (stereo not given)
  -5%	0%	3%	1%	-8%	6%	-0.3%	0	-6%	4%
O=C(CN1C(=O)c2cccc3cccc1c23)N1CCN(c2ccc(F)cc2)CC1
  -1%	-2%	7%	0%	-9%	-1%	0.4%	2	-5%	?
O=[N+]([O-])c1nn(-c2ccc3c(c2)OCCO3)n(O)c1=NCCCO
  ?	0%	0%	2%	-6%	1%	-0.4%	-2	-4%	?
CN(C(=O)CCn1c(=S)oc2ccccc21)c1ccc(F)cc1
  -2%	14%	2%	-1%	-1%	21%	-0.9%	9	-5%	?
CCc1ccccc1OCCCCCNCCO
  -19%	-25%	4%	/	-3%[7.66 µM]	2%	-0.2%	10	-2%	9%
CC(C)CC(C(=O)NC1CCCCC1)N(Cc1cccs1)C(=O)c1snc(C(N)=O)c1N (stereo not given)
  -1%	-49%	-3%	0%	-10%	-6%	-0.1%	18	0%	?
COCCn1c(=O)[nH]c2cc(C(=O)NCc3cccnc3)ccc2c1=O
  -4%	7%	4%	4%	15%	-4%	-0.3%	-1	-7%	2%
Cc1cnn(-c2cc(N/N=C/c3cccc(F)c3)ncn2)c1
  -5%	11%	-5%	-2%[46.1 µM]	6%	-1%	-1.1%	-3	-2%	10%
COc1cc(-c2cccc([C@H]3[C@@H]4C=CC[C@@H](C)[C@@H]4C(=O)N3Cc3ccccc3)c2)cc(OC)c1OC
  1%	-16%	11%	4%[46.1 µM]	-8%	/	-0.6%	/	-1%	?
CC(C)c1c(C(=O)N/N=C/c2cccc(OCc3ccccc3)c2)nnn1-c1nonc1N
  0%	0%	-6%	-8%	4%	6%	-0.3%	10	-8%	-19%
COc1cccc(NC(=O)C2C3C=CC4(O3)C2C(=O)N(CCN2CCCCC2)C4C(=O)NC2CCCCC2C)c1 (stereo not given)
  -3%	-20%	-1%	4%	-34%[inhibitor]	0%	-0.5%	4	0%	16%
O=C(/C=C/c1cccc2ccccc12)NCCC1=CCCCC1
  ?	11µM*	3%	5%	0%	-2%	-0.2%	26	-1%	?
COCCCN(C)C1CCN(C(=O)Nc2ccc(F)cc2)CC1
  13%	-2%	-1%	2%	-5%	-9%	-0.1%	-1	3%	2%
O=C1CCCCC1c1cccc2ccccc12 (stereo not given)
  -9%	4%	-4%	-4%[46.1 µM]	-25%	/	-0.3%	5	-5%	2%

Sorted by SMILES length (smallest number first): three of the compounds above
The line under a structure holds: p53 reactivation	BRCA1 expr up	AT treatment	TCR activator	a7 integrin act	CXXC DNA block	B2AR arrestin	TRPV1 ag	PTAP TSG101 blk	ELG1 DNA repair
COCCCN(C)C1CCN(C(=O)Nc2ccc(F)cc2)CC1
  13%	-2%	-1%	2%	-5%	-9%	-0.1%	-1	3%	2%
COCCn1c(=O)[nH]c2cc(C(=O)NCc3cccnc3)ccc2c1=O
  -4%	7%	4%	4%	15%	-4%	-0.3%	-1	-7%	2%
COc1cccc(NC(=O)C2C3C=CC4(O3)C2C(=O)N(CCN2CCCCC2)C4C(=O)NC2CCCCC2C)c1 (stereo not given)
  -3%	-20%	-1%	4%	-34%[inhibitor]	0%	-0.5%	4	0%	16%

Hits appear at their usual frequency, and some 3.8% of all compounds hit somewhere here.
